# V-ATPase pHluor – alters yeast V-ATPase proton transport. S. cerevisiae, pHLuorin cytosolic pH fluorescence. response, % at 10 µM. 350,000 compounds, 0.37% hits. AID 504577; in the data active means response mostly above about 7.3%, no sharp cut-off; inactive means mostly below about 5.4%; further: actives read high; inactives centre near 0; some compounds called inactive have numbers as strong as hits; reference of the scale not given here
# Pemphigus Ab inh – inhibitors of pemphigus antibody binding to human desmoglein-3. P32926. DSG3-coupled beads, scFv-anti-DSG3-GFP binding, flow cytometry; hits give low values. binding (percent of control), % at 10 µM. 310,000 compounds, 0.48% hits;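 active means binding more than 3 SD below its plate's average and above zero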;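 further: hits lower antibody fragment binding to DSG3; some compounds called inactive have numbers as strong as hits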
# Arr AP2 block – inhibitors of human beta-arrestin and AP2 interaction. inhibition, % at 10 µM. FITC-arrestin peptide / GST-AP2 beads, flow cytometry; AP2 beta2 appendage carries R879A mutation. 340,000 compounds, 0.31% hits;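 active means inhibition above a set limit, near 3 SD of compounds lacking own fluorescence, cut at about 54% in these data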;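 further: plate controls were DMSO wells for no effect and 5 µM unlabelled arrestin peptide for full effect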
#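 test system = AP2 appendage R879A on GSH beads | buffer or medium = PBS plus Tween 20 (0.05%) and BSA (0.1%) | incubation = 12 min plus 1 h, RT | detection = bead flow cytometry, FITC channel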
# The depositor's hits bear a star; . = no result given.
SMILES,V-ATPase pHluor,Pemphigus Ab inh,Arr AP2 block
O=C(Cc1ccccc1[N+](=O)[O-])N1CCN(Cc2ccc3c(c2)OCO3)CC1,0,.,-9
CCC(=O)c1ccc(OC(=O)N(C)c2ccccc2)cc1,0,.,27
COc1ccc(CCn2c(O)c(C=Nc3ccc(F)cc3)c(=O)[nH]c2=O)cc1OC,1,113,-1
Cc1cc(=O)[nH]c(CCl)n1,-2,101,5
O=C1/C(=C\c2ccncc2)N2CCC1CC2,-3,107,-2
CC1(C(=O)O)CCCC2(C)c3cc(O)ccc3CCC12 (centres undefined),-1,97,-3
CSc1ccc(CN2CCN(C(=O)Cc3ccccc3)CC2)cc1,3,109,2
CCCC(=O)c1cc(CP(=O)(OCC)OCC)oc1C,-1,90,-3
O=c1[nH]c(=O)n(Cc2ccccc2)c(O)c1/C=N/NCCO,0,103,6
Cc1c(C(=O)Nc2ccccc2)cc(-c2ccccc2)n1CCCN1CCOCC1,2,101,24
NS(=O)(=O)c1ccc(N=Cc2c(O)n(-c3ccccc3)c(=O)[nH]c2=O)cc1,-5,102,5
Clc1ccccc1CN1CCN(c2cccc3[nH]ccc23)CC1,-2,100,22
CCOP(=O)(OCC)c1cccc(OP(=O)(c2cccc([N+](=O)[O-])c2)c2cccc([N+](=O)[O-])c2)c1,2,115,16
COc1ccccc1-n1c(O)c(/C=N/NC(=S)Nc2ccccc2)c(=O)[nH]c1=S,-5,102,10
Cc1ccccc1NC(=O)c1cc(-c2ccccc2)n(CCCN2CCOCC2)c1C,-2,105,11
Cc1cc(OC(=O)N(C)C)nc2c1c(C)nn2C,-1,98,0
Cc1ccc2[nH]c(=S)n(-c3cccnc3)c(=O)c2c1,-2,93,3
Clc1ccccc1C1=NCc2nncn2-c2sc(Br)cc21,-1,96,4
COc1ccc(C(O)C(C)NC(C)C(O)c2ccc(OC)cc2)cc1 (centres undefined),4,109,-2
CCNCCNc1ccc([N+](=O)[O-])c2cccnc12,-3,96,16
O=C(N=Nc1c(O)[nH]c(=O)[nH]c1=O)C1COc2cc3ccccc3cc2O1 (centres undefined),-4,105,4
O=c1[nH]c(=O)n(Cc2ccco2)c(O)c1C=NC1CCN(Cc2ccccc2)CC1,1,113,15
CN(C)CCNC(=O)c1cccn(Cc2cccc(C(F)(F)F)c2)c1=O,-1,105,12
CC/C(=N\NC(=O)c1ccccc1)c1c(O)n(Cc2ccccc2)c(=O)[nH]c1=O,2,102,5
C/C(=N\NC(=O)c1ccccc1)c1c(O)n(Cc2ccccc2)c(=O)[nH]c1=O,1,102,0

# Given with values under each structure: entries from further up
# Values in the order – V-ATPase pHluor	Pemphigus Ab inh	Arr AP2 block
CCCC(=O)c1cc(CP(=O)(OCC)OCC)oc1C
    -1	90	-3
O=c1[nH]c(=O)n(Cc2ccccc2)c(O)c1/C=N/NCCO
    0	103	6
Cc1c(C(=O)Nc2ccccc2)cc(-c2ccccc2)n1CCCN1CCOCC1
    2	101	24
NS(=O)(=O)c1ccc(N=Cc2c(O)n(-c3ccccc3)c(=O)[nH]c2=O)cc1
    -5	102	5
Clc1ccccc1CN1CCN(c2cccc3[nH]ccc23)CC1
    -2	100	22
CCOP(=O)(OCC)c1cccc(OP(=O)(c2cccc([N+](=O)[O-])c2)c2cccc([N+](=O)[O-])c2)c1
    2	115	16
COc1ccccc1-n1c(O)c(/C=N/NC(=S)Nc2ccccc2)c(=O)[nH]c1=S
    -5	102	10

# Limited to V-ATPase pHluor and Arr AP2 block (five entries from above):
Structure | V-ATPase pHluor | Arr AP2 block
Cc1c(C(=O)Nc2ccccc2)cc(-c2ccccc2)n1CCCN1CCOCC1 | 2 | 24
COc1ccccc1-n1c(O)c(/C=N/NC(=S)Nc2ccccc2)c(=O)[nH]c1=S | -5 | 10
CCCC(=O)c1cc(CP(=O)(OCC)OCC)oc1C | -1 | -3
CCC(=O)c1ccc(OC(=O)N(C)c2ccccc2)cc1 | 0 | 27
NS(=O)(=O)c1ccc(N=Cc2c(O)n(-c3ccccc3)c(=O)[nH]c2=O)cc1 | -5 | 5

# Screening results: PubChem BioAssay, NMMLSC

# Some of the compounds tested; count on the stated rates, not on these rows.
